Assay outcomes: PubChem BioAssay, several laboratories
rCAG RNA binder = binds r(CAG) RNA repeats | 370,000 tested, 1.3% active | inhibition, % at 3 µM | r(CAG) RNA repeat, TO-PRO-1 dye displacement fluorescence | AID 651821;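 active = inhibition above the plate cutoff, the mean of all test compounds on that plate plus 3 SD, cut at about 35% in these data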;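 note: 0% = DMSO alone and 100% = 100 µM mitoxantrone as full dye displacement; higher means more dye released from RNA so lower well fluorescence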
LEDGF integ inh = blocks HIV-1 LEDGF/p75-dependent DNA integration | 370,000 tested, 0.64% active | AID 743269 | TR-FRET IN-LEDGF/p75 DNA integration, Eu/Cy5 | inhibition, % at 3.7 µM;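 active = inhibition above the screen-wide mean plus 3 SD, cut at about 13% in these data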;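 note: signal is the Cy5 over europium emission ratio at 671 and 618 nm; 0% = plate median of compound wells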
NR1D1 modulator = modulates human Rev-erb alpha binding to DNA. AID 1259318. Rev-erbα–FITC-DNA binding, fluorescence polarization, 90 min. P20393. activity, % at 10 µM. 370,000 tested, 0.79% active;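 active = activity above about 14%, limit read from the data; passing the limit was not always enough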;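 note: 0% = DMSO wells with 35 nM protein and 100% = DMSO wells with 750 nM protein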
ABHD4 inh = inhibitors of mouse ABHD4; AID 720543; purified mABHD4, FP-Rh probe fluorescence polarization; 370,000 tested, 0.54% active; Q8VD66; inhibition, % at 8.92 µM;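 active = inhibition exceeding the mean over every tested compound plus 3 SD, cut at about 30% in these data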;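 note: 0% = plate median of compound wells and 100% = S159A mutant with DMSO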
Target sequence (Q8VD66 whole entry, looked up): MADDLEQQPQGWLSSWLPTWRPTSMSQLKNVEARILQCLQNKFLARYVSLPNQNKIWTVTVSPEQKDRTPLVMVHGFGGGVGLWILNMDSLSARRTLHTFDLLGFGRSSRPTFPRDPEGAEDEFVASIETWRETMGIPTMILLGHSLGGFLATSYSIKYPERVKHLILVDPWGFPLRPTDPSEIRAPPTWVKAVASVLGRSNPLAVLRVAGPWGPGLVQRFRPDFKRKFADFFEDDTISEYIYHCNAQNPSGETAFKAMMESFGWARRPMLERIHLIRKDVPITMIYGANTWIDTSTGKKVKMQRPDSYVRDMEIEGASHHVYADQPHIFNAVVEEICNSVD
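Assay system: mABHD4 protein; medium: HEPES pH 7.0, NaCl, Pluronic buffer; dosing: 8.92 µM, single dose; schedule: 45 min + 60 min at 25 °C; signal: FP readout, ex 525 nm / em 598 nm; read-out: normalized percent inhibition of probe labeling; repeats: single replicate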
PG9 binder = small molecules binding HIV-1 gp120 antibody PG9; TR-FRET gp120-PG9 antibody binding; inhibition, % at 6.7 µM; 360,000 tested, 0.43% active; AID 624416; in the data active = inhibition above about 8.5%
HTRA1 inh = blocks human HTRA1 serine peptidase; recombinant HTRA1, FP-rhodamine activity-based probe, fluorescence polarization; Q92743; 340,000 tested, 0.5% active; inhibition, % at 5.96 µM; in the data active = inhibition above about 36%;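 note: 0% = enzyme with DMSO and 100% = wells lacking enzyme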
TDP2 absorb = TDP2 (human) inhibition, absorbance primary screen; O95551; recombinant TDP2, T5PNP hydrolysis, p-nitrophenol absorbance 415 nm; inhibition, % at 12.8 µM; 370,000 tested, 0.34% active; AID 720702;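 active = inhibition above the mean of all tested compounds plus 3 SD, set per campaign, cut at about 25% in these data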;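 note: 0% = DMSO with enzyme and 100% = buffer with substrate but no TDP2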
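Incubation: 2 h at 37 °C; Test system: recombinant human TDP2; Quantity: enzyme 120 nM; Read-out basis: percent inhibition; Medium: 50 mM Tris-HCl pH 7.5 with Mg2+, KCl, DTT, BSA; Repeats: single replicate; Compound: 12.8 µM single point, 1% DMSO; Signal: epi absorbance; Reagent: 5 mM T5PNP chromogenic substrate; Benchmarks: no-enzyme high, DMSO-plus-enzyme low.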
TCR-CD3 inh = blocks the human TCR-CD3 interaction. inhibition, % at 9.4 µM. 360,000 tested, 0.37% active. TAMRA-labeled TCR probe fluorescence, biochemical; in the data active = inhibition above about 19%;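 note: recombinant mutant TCR 2C K166C tagged with TAMRA read by polarization; 0% = receptor in buffer alone and 100% = receptor with positive control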
SIAE inh = inhibitors of human sialic acid acetylesterase SIAE | SIAE FP-Rh probe binding, fluorescence polarization | 370,000 tested, 0.69% active | inhibition, % at 9.66 µM | Q9HAT2;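 active = inhibition above a cutoff: mean of compounds within the control limits plus 3 SD of those, cut at about 17% in these data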;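 note: 0% = plate median of compound wells and 100% = probe without SIAE protein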
Target sequence (Q9HAT2 whole entry, looked up): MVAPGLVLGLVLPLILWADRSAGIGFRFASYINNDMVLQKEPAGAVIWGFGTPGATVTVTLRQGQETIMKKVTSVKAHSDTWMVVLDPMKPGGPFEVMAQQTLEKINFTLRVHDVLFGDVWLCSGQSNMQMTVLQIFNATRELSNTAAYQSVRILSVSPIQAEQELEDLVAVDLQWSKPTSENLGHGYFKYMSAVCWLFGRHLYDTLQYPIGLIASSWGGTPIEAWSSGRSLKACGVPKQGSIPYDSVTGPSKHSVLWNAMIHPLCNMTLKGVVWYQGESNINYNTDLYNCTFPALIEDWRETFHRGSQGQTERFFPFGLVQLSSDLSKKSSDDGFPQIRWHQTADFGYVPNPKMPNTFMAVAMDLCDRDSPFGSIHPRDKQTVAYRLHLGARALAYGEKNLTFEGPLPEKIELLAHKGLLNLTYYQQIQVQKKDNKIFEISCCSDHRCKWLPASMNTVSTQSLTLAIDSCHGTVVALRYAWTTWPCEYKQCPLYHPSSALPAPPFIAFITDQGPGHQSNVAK
PRMT1 inh = blocks human protein arginine methyltransferase 1. Q99873. recombinant PRMT1, activity-based probe fluorescence polarization. inhibition, % at 2.79 µM. 370,000 tested, 1.3% active;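 active = inhibition above about 21% made by adding two undisclosed values, limit read from the data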
An asterisk follows results filed as active; x = no result given. The list is partial; count on the stated rates, not on these rows.

nr	molecule	rCAG RNA binder	LEDGF integ inh	NR1D1 modulator	ABHD4 inh	PG9 binder
1	O=C(O)CCCC(=O)Nc1ccc(Oc2cccc(C(F)(F)F)c2)nc1	1	-1	0	-4	-0.4
2	COc1ccccc1NC(=O)CCN1C(=O)/C(=C/c2cc(OC)c(OC)c(OC)c2)SC1=S	-1	3	-4	5	0.9
3	Cc1cc(OCCCCCNCCO)ccc1Cl	3	0	3	7	1.0
4	Cc1ccc(NC(=O)CSc2nnc(C)c(=O)[nH]2)cc1C	5	-2	-2	8	-0.2
5	C=CCNC(=S)NNC(=O)c1csc(C)c1CC	1	-2	1	1	1.3
6	O=C(NN=C1CCCCCC1)NC1CCCCC1	-5	0	-2	2	-1.8
7	CCN1C[C@@H]2[C@@H]3C(=O)N(C)C(=O)[C@@H]3[C@](Cc3ccccc3)(C1=O)N2C(=O)c1ccc(Br)cc1	-6	-1	-4	5	3.2
8	O=c1[nH]c(-c2ccccc2)nc2sc(-c3ccccc3)cc12	2	-5	9	0	-0.2
9	O=C(CCS(=O)(=O)c1cc(Br)cc2c1N(C(=O)C1CC1)CC2)NCc1ccco1	3	-6	2	3	-2.3
10	Cc1cc(N2CCCC2=O)cc(C)c1S(=O)(=O)NCCOc1ccc(C(C)(C)C)cc1	10	-1	12	-96	1.6
11	O=C(CSc1ccc(-c2ccccn2)nn1)N1CCc2ccccc21	1	0	5	-2	-0.3
12	Cc1ccc(C2(C(F)(F)F)N=C3Sc4cc(C)ccc4N3C(=O)N2)cc1 (stereo not given)	-2	3	1	1	-0.7

nr	HTRA1 inh	TDP2 absorb	TCR-CD3 inh	SIAE inh	PRMT1 inh
1	x	2	4	5	-5
2	2	7	-12	6	6
3	2	2	2	0	-2
4	7	6	-3	0	2
5	-3	9	6	-6	-1
6	7	4	-3	0	0
7	-3	-2	9	11	0
8	3	0	-3	-6	5
9	8	-4	6	2	0
10	-30	-12	-1	-12	1
11	11	9	6	-1	-2
12	x	6	3	-3	1

Following part.
nr	molecule	rCAG RNA binder	LEDGF integ inh	NR1D1 modulator	ABHD4 inh	PG9 binder
13	Cc1ccccc1NC(=O)C1CCCN1/C=C/C(=O)C(F)(F)F (stereo not given)	2	-3	-3	3	-2.5
14	CCCc1nc2c3ccccc3ccn2c1Cc1ccccc1	0	2	7	2	0.3
15	Cc1noc(/C=C/c2ccco2)c1S(=O)(=O)N1CCC(C(=O)NC(C)c2ccccc2)CC1 (stereo not given)	20	2	-2	2	1.7
16	O=C(Nc1ccc(Cl)cn1)c1ccc(Oc2ccccc2)cc1	-3	-2	6	-7	-1.6
17	Cc1ccc(CNC(=O)c2ccc3c(=O)c(O)c(-c4ccc(C)cc4)[nH]c3c2)cc1	-2	-3	-2	3	2.1
18	CCn1c(/N=C/c2ccccc2O)nc2ccccc21	1	-1	0	0	-0.4
19	NC(=O)C1CCCN(C(=O)c2ccc(Cl)cc2)C1 (stereo not given)	-4	-2	-4	12	1.4
20	Cc1nc(C)c(/C(O)=C\c2nc3ccc([N+](=O)[O-])cc3oc2=O)o1	3	1	8	10	-5.3
21	CCOc1ccccc1NC(=O)CSc1nccn1-c1ccccc1	-4	0	0	-5	-1.3
22	Cc1ccc(-n2nc3c(=O)n(CCCC(=O)N4CCC(C)CC4)nc(C)c3c2C)cc1	-12	-4	6	3	-0.4
23	O=C(Nc1ccccc1C(F)(F)F)c1cc(-c2ccc(O)cc2)on1	9	5	0	-20	-1.0
24	Cn1c(-c2cccc([N+](=O)[O-])c2)cnc1NCc1cccc([N+](=O)[O-])c1	0	1	2	11	-1.9

nr	HTRA1 inh	TDP2 absorb	TCR-CD3 inh	SIAE inh	PRMT1 inh
13	1	4	-1	2	-2
14	x	4	4	3	0
15	-14	6	-5	3	11
16	-22	-7	4	-11	2
17	23	-3	6	9	-2
18	-3	5	-1	-4	-3
19	0	3	-3	0	0
20	x	7	3	8	3
21	-3	10	-3	4	-1
22	8	-9	-1	-3	2
23	-38	-10	0	-8	-2
24	4	12	1	11	0

(more compounds)
nr	molecule	rCAG RNA binder	LEDGF integ inh	NR1D1 modulator	ABHD4 inh	PG9 binder
25	CCOC(=O)c1ccc(NC(=O)CSc2nnc(CNC(=O)c3ccco3)o2)cc1	4	1	-3	4	0.0
26	CN1C(=O)c2cc(NC(=O)Cc3cccs3)ccc2OC[C@@H]2O[C@@H](CC(=O)N[C@H]3CCN(Cc4ccccc4)C3)CC[C@@H]21	5	-3	2	7	x
27	CN1CCN(C(=O)CCn2c(=S)[nH]c3ccccc3c2=O)CC1	1	-1	3	0	0.8
28	COc1cccc(-c2c(C#N)c(N)nc3c2c(C)nn3-c2ccccc2)c1O	6	1	5	-18	1.4
29	CCCNC(=O)c1cc(C2CCCN(S(=O)(=O)c3cccs3)C2)on1 (stereo not given)	2	1	-8	1	-2.0
30	COCCCNC(=O)C1CCCN(S(C)(=O)=O)C1 (stereo not given)	-4	-3	2	5	0.9
31	Nn1c(Cc2cccc3ccccc23)nnc1SC1CCOC1=O (stereo not given)	1	2	0	-3	-1.1
32	O=C1c2c(-c3ccc(Br)cc3)noc2CCN1Cc1cn(-c2ccc(Cl)cc2)nn1	8	-1	-1	-13	1.6
33	O=C(NCc1ccncc1)[C@@H]1CCCN1C(=O)[C@H]1CCCN1C(=O)c1ccccc1	-2	-6	-4	4	-0.5
34	COc1ccc(-n2c(=O)c3c4c(sc3n3c(=S)[nH]nc23)CCCC4)cc1	4	-2	7	-4	2.1
35	Cc1ccc(S(=O)(=O)Nc2ccccc2F)cc1C(=O)NNC(=O)c1ccccc1O	12	-8	13	5	0.7
36	Cc1cccc(C)c1NC(=O)CN1CCN(c2ccc(F)cc2)CC1	1	-5	-6	-9	-0.5

nr	HTRA1 inh	TDP2 absorb	TCR-CD3 inh	SIAE inh	PRMT1 inh
25	0	3	2	10	0
26	x	0	x	2	0
27	6	-8	-1	1	1
28	-22	-7	1	-11	2
29	x	-7	4	0	0
30	5	1	3	2	1
31	-1	-10	3	-6	0
32	x	-2	2	-15	4
33	x	3	-4	0	2
34	1	3	-4	4	4
35	26	-5	19*	6	3
36	x	2	0	5	2

Remaining list, next part.
nr	molecule	rCAG RNA binder	LEDGF integ inh	NR1D1 modulator	ABHD4 inh	PG9 binder
37	Cc1cccc(CC(=O)NCCN2CCCCC2)c1	-1	0	-3	1	0.8
38	COC(=O)[C@@]1(Cc2ccc(F)cc2)[C@H]2c3cc(C(=O)N(C)C)n(Cc4ccsc4Br)c3C[C@H]2CN1C(=O)c1ccccc1	10	-5	-4	6	1.3
39	O=C1CN(S(=O)(=O)c2cccc(Cl)c2Cl)c2ccccc2N1	3	-2	5	-2	-0.2
40	CCOC(=O)c1cccc(Nc2nc(C)cc(C)n2)c1	-3	0	-3	1	-3.1
41	Cc1ccc(SC(CC(=O)c2ccc(C(C)(C)C)cc2)C(=O)O)cc1 (stereo not given)	43*	-10	-3	14	-1.3
42	O=C1CC(c2ccc3ccccc3c2)NN1 (stereo not given)	9	0	-4	11	-1.2
43	CCOc1cc(C(=O)N2CCC(CC3CC(c4ccccc4)=NO3)(C(=O)NCc3ccc(OC)cc3)CC2)cc(OCC)c1OCC (stereo not given)	2	4	2	-11	0.0
44	Cc1cccc2c3nc4ccccc4nc3n(C)c12	4	2	-10	1	-1.6
45	CC1CCCN(C(=O)CN2C(=O)c3ccccc3S2(=O)=O)C1 (stereo not given)	1	0	0	4	0.9
46	Cc1cc2nc(/C(C#N)=C\c3ccc(-c4ccccc4C(=O)O)o3)[nH]c2cc1C	7	3	42*	5	-13
47	O=C(Nc1ccc(-c2csc(Nc3ccc(Cl)cc3)n2)cc1)c1cccc(C(F)(F)F)c1	44*	0	2	10	0.6
48	CCSc1nc2cc(S(=O)(=O)N3CCOCC3)ccc2o1	1	5	-5	-6	0.6

nr	HTRA1 inh	TDP2 absorb	TCR-CD3 inh	SIAE inh	PRMT1 inh
37	3	6	5	-3	-6
38	x	0	4	-5	3
39	-7	-10	-1	7	-7
40	-1	9	1	-4	-3
41	x	-2	8	-3	76*
42	1	-1	8	10	3
43	-28	-15	6	1	-1
44	-19	2	0	-6	-2
45	5	-2	-6	14	-2
46	0	6	4	-6	-2
47	x	-1	1	15	0
48	7	-12	-7	-1	19

Continuation:
nr	molecule	rCAG RNA binder	LEDGF integ inh	NR1D1 modulator	ABHD4 inh	PG9 binder
49	CCOC(=O)C1=C(c2ccccc2)N=c2s/c(=C\c3cc(OC)c(OC)c(OC)c3)c(=O)n2C1c1cccs1 (stereo not given)	5	-1	3	2	2.5
50	Cc1c(C(=O)NC(C)c2ccc(-n3ccnc3)cc2)cccc1[N+](=O)[O-] (stereo not given)	-3	-2	-8	1	0.3
51	Cc1cc2ccccn2c1C(=O)c1ccc(Cl)cc1	2	-1	4	2	-4.3
52	NC(=O)CSC1=Nc2ccccc2C2=NC(c3ccccc3)C(=O)N12 (stereo not given)	0	1	0	-3	-2.3
53	Cc1ccc(CSc2ccc(C(=O)N3CCOCC3)cc2[N+](=O)[O-])cc1	-1	5	3	4	2.3
54	Clc1ccc(OCCSCc2nc3ccccc3[nH]2)cc1	5	-4	-3	-22	-0.9
55	CCOc1ccc(NC(=O)CSc2ccc3nnc(-c4cccnc4)n3n2)cc1	1	4	-2	-1	-2.6

nr	HTRA1 inh	TDP2 absorb	TCR-CD3 inh	SIAE inh	PRMT1 inh
49	-12	-2	-4	-7	-3
50	6	-11	4	2	-1
51	-12	-1	-2	1	-2
52	0	8	2	9	2
53	0	-25	-1	-6	1
54	-18	1	3	-4	0
55	20	4	3	-4	-2

6 entries from above, with tabs.
No.	compound	rCAG RNA binder	LEDGF integ inh	NR1D1 modulator	ABHD4 inh	PG9 binder	HTRA1 inh	TDP2 absorb	TCR-CD3 inh	SIAE inh	PRMT1 inh
49	CCOC(=O)C1=C(c2ccccc2)N=c2s/c(=C\c3cc(OC)c(OC)c(OC)c3)c(=O)n2C1c1cccs1 (stereo not given)	5	-1	3	2	2.5	-12	-2	-4	-7	-3
50	Cc1c(C(=O)NC(C)c2ccc(-n3ccnc3)cc2)cccc1[N+](=O)[O-] (stereo not given)	-3	-2	-8	1	0.3	6	-11	4	2	-1
51	Cc1cc2ccccn2c1C(=O)c1ccc(Cl)cc1	2	-1	4	2	-4.3	-12	-1	-2	1	-2
52	NC(=O)CSC1=Nc2ccccc2C2=NC(c3ccccc3)C(=O)N12 (stereo not given)	0	1	0	-3	-2.3	0	8	2	9	2
53	Cc1ccc(CSc2ccc(C(=O)N3CCOCC3)cc2[N+](=O)[O-])cc1	-1	5	3	4	2.3	0	-25	-1	-6	1
54	Clc1ccc(OCCSCc2nc3ccccc3[nH]2)cc1	5	-4	-3	-22	-0.9	-18	1	3	-4	0
